Bioassay records (PubChem BioAssay)
CF NFkB block = cystic fibrosis NF-kB activation inhibition; 360,000 tested, 0.86% active; inhibition, % at 5 µM; KKLEB NF-kB-GFP reporter, PAF-induced, GFP fluorescence overnight;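 active means at least 50% inhibition at 5 µM, scaled per plate between neutral and stimulator controls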;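 further: PAF is a Pseudomonas aeruginosa culture filtrate used as stimulus; plate controls were PAF-stimulated DMSO wells for no effect and unstimulated DMSO wells for full effect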
HIF-2a block = blocks HIF-2a reporter activity | 786-0 RCC cells HIF-2a reporter, luciferase luminescence, overnight | 360,000 tested, 0.72% active | inhibition, % at 18.8 µM;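 active means inhibition of the luminescence signal of 40% or more relative to plate controls, in a single-dose primary screen at 18.75 µM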
MITF TRPM1 inh = reduces MITF-dependent TRPM1 promoter luciferase signal | SK-MEL-5 TRPM1 promoter luciferase, 24 h | inhibition, % at 12.5 µM | 330,000 tested, 0.83% active | AID 488899;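 active means mean inhibition across replicates of 60% or more, whatever share of single replicates reaches that level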; further: values of inactives mirror those of a sister screen read the other way
NR2E3 ag-1 = activates human NR2E3 receptor; CHO-S Gal4-NCOR/VP16-NR2E3 two-hybrid, luciferase; inhibition of corepressor binding, % at 3.98 µM; 360,000 tested, 0.35% active; AID 602229;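 active means inhibition above the mean of all tested compounds plus 3 SD, cut at about 70% in these data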;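 further: 0% = DMSO with NR2E3 transfected cells and 100% = cells lacking NR2E3 construct; higher means lower luciferase signal from less NR2E3 corepressor binding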
Target sequence (Q9Y5X4 whole entry, looked up, the tested form may be a part): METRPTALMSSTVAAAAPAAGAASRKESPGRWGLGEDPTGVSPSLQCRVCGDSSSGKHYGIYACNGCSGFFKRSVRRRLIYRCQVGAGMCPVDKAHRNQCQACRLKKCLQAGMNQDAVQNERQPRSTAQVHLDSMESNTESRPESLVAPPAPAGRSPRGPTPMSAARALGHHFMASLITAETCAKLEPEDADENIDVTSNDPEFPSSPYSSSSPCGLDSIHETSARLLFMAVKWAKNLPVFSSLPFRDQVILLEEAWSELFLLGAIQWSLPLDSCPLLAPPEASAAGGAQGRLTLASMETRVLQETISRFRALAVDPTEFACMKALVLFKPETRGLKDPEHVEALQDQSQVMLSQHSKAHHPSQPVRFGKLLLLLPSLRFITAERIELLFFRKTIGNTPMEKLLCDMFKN
Shn3 3UTR inh = Schnurri-3 reporter inhibition in Clone20 osteoblasts | 360,000 tested, 0.52% active | Clone20 osteoblast Shn3 3'UTR firefly luciferase, 24 h | inhibition, % at 12.5 µM;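 active means mean inhibition of at least 75% with every replicate also reaching 75%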;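 further: 0% = median of neutral control wells and 100% = pilot-screen positive control compound; some compounds past the cut are filed as inactive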
TWEAK-Fn14 inh = inhibitors of TWEAK-Fn14 interaction signaling; TWEAK-stimulated Fn14 reporter cells, luciferase luminescence, 8 h; inhibition, % at 10 µM; 360,000 tested, 2% active; in the data active means inhibition above about 50%
C8 TRAIL sens = caspase-8 TRAIL sensitization; NB7+C8 cells + TRAIL, ATPlite viability luminescence; inhibition (viability loss, TRAIL sensitization), % at 10 µM; 360,000 tested, 1% active; AID 624354;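 active means compounds causing at least 50% loss of cell viability in the single-dose screen, relative to plate controls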
KKLEB cytotox = counter-screen for CF NF-kB inhibitors: cytotoxicity. KKLEB CF airway cells viability, ATPlite luminescence, overnight; active compounds read low; cells stimulated with P. aeruginosa culture filtrate. activity change (cytotoxicity), % at 5 µM. 360,000 tested, 0.36% active;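 active means corrected activity change at or below -50% at 5 µM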
NR2E3 ag-2 = activates human photoreceptor nuclear receptor NR2E3; Q9Y5X4; GST-NR2E3/biotin-RetCOR TR-FRET, 1536-well; inhibition of corepressor binding, % at 4.78 µM; 320,000 tested, 0.12% active; AID 2300;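 active means percent inhibition above the cutoff of mean plus 3 SD of all tested compounds, set per screening campaign, cut at about 20% in these data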;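 further: 0% = DMSO wells and 100% = biotin wells as full block of FRET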
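Material: NR2E3–RetCOR corepressor complex / Amount: 1.35 nM GST-NR2E3 / Medium: Tris pH 7.5 / Compound: single nominal compound dose of 4.8 µM / Incubation: 5 h at 4 °C / Technique: TR-FRET, Eu(K)-anti-GST donor, streptavidin-D2 acceptor, ex 340, em 617/671 nm / Read-out basis: percent loss of FRET ratio relative to control wells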
TROY NFkB inh = TROY signaling inhibition; 360,000 tested, 0.98% active; Q293 LMP1-TROYcd NF-kB luciferase reporter, 4 h; inhibition, % at 10 µM; AID 1347056;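 active means compounds whose plate-normalised and pattern-corrected inhibition of the luciferase reporter signal at the single screening dose is 50% or more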
Peg3 promoter = reduces Peg3 promoter-driven luciferase expression in HeLa | HeLa PEG-Prom luciferase reporter, luminescence, overnight | inhibition, % at 20 µM | 360,000 tested, 1.7% active;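 active means inhibition of at least 50% at 20 µM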
Numbers without * were called inactive; / = not tested or not shown. A portion of the library. The share of hits here may be higher or lower than overall.

item	Molecule	C8 TRAIL sens	Shn3 3UTR inh	CF NFkB block	KKLEB cytotox	Peg3 promoter	HIF-2a block	TROY NFkB inh	NR2E3 ag-1	TWEAK-Fn14 inh	MITF TRPM1 inh	NR2E3 ag-2
1	O=C(NC1C(=O)NNC1c1ccc(Cl)cc1)c1ccc(F)cc1 (stereo not drawn)	2	-4	-21	15	-16	12	-23	-7	2	12	2
2	CCCSc1nnc(NC(=O)Nc2ccccc2)s1	-5	-21	20	-14	-199	-196	3	-35	18	-70	3
3	CC(=O)NC(=S)NNC(=O)c1ccc(Br)cc1	9	15	9	6	-2	-1	-22	-24	0	-1	-1
4	O=C(O)CC(NS(=O)(=O)c1c(F)cc(F)cc1Br)c1ccccc1Cl (stereo not drawn)	-10	12	21	-2	8	13	15	8	-4	16	0
5	CC(=O)Nc1ccc(NC(=O)c2ccccc2N(C)S(=O)(=O)c2ccccc2)cc1	-2	8	-8	6	21	15	7	-4	-5	3	6
6	CCOC(=O)Cn1c(=O)c2c(nc3n2CCCN3CCc2ccccc2)n(C)c1=O	-9	19	-9	16	12	4	-10	4	27	7	-3
7	CN(C)c1ccc(C(=O)Nc2ccc(O)c3c(=O)cc(-c4ccccc4Cl)oc23)cc1	-9	1	25	-17	2	-18	5	-65	-10	-13	2
8	OCCC1CN(Cc2ccc(-n3cccn3)cc2)CCN1Cc1ccccc1 (stereo not drawn)	-7	2	-2	8	6	15	-19	1	27	6	6
9	CCCCCc1ccc2cc(C#N)ccc2n1	-7	-45	-14	-2	-135	-192	-30	-44	-16	/	/
10	Cc1ccc(S(=O)(=O)NC(=O)c2ccc(F)cc2)c(C)c1	2	-38	6	-4	0	8	-11	4	3	0	3
11	CCC(C)(C)n1nnnc1C(c1cc2cc(OC)c(OC)cc2[nH]c1=O)N1CCc2ccccc21 (stereo not drawn)	-3	-11	-20	0	13	17	-10	8	-19	8	-1
12	Cc1cccc(Nc2c3c(nc4ccccc24)CCC3)c1	16	50	3	-22	34	35	13	-9	5	10	2
13	CCOC(=O)C/C(C)=N\Nc1nc(-c2ccccc2)cs1	-9	-28	10	6	-44	-15	40	11	51*	4	-3
14	O=C1c2ccccc2C(O)(Cc2ccccc2)N1CCCN1CCOCC1 (stereo not drawn)	-16	-6	7	2	9	-2	-10	-29	7	10	-3
15	CCCCNC(=O)CCNS(=O)(=O)c1ccc(C)cc1	-5	18	0	5	11	17	-9	-11	19	2	-4
16	CCN(Cc1ccccc1)S(=O)(=O)c1cc(C(=O)NC2CCCCCC2)ccc1OC	-7	29	2	14	35	33	5	-20	8	-4	1
17	S=C(Nc1ccccc1)Nc1ccc(Br)cn1	-3	8	-7	8	-80	-82	-6	-18	-24	3	0
18	O=C(CN1CCCCC1)c1c[nH]c2ccccc12	2	-3	-6	3	-6	12	14	-37	4	11	1
19	Cc1[nH]n(-c2ccc([N+](=O)[O-])cc2)c(=O)c1C=NCCc1c[nH]c2ccccc12	8	-13	21	-25	-15	1	-1	-2	16	6	5
20	CCONC(=O)Nc1ccccc1[N+](=O)[O-]	4	-19	5	7	-6	4	-16	-8	1	-5	4
21	NS(=O)(=O)c1ccc(CCNc2nc3c(-c4cccc(F)c4)nnn3c3ccccc23)cc1	25	-19	-31	-6	22	-9	-14	3	-32	13	2
22	NC(=O)C12CCCC(Br)(CCC1)C2	-5	2	-11	1	1	18	10	0	-10	8	-1
23	CNC(=O)Nc1cc(C(C)(C)C)no1	-8	-2	-12	6	3	10	-14	0	16	8	0
24	Cc1ccc(C(=O)OCC(=O)Nc2cc(S(=O)(=O)N3CCOCC3)ccc2C)cc1	-1	-19	-10	10	1	8	5	-10	-2	-13	2
25	CCC(C)c1ccc(S(=O)(=O)N2CCN(C(=O)COc3ccc4c(C)cc(=O)oc4c3)CC2)cc1 (stereo not drawn)	13	29	-14	12	19	10	/	6	58*	8	-3
26	Cc1ccc(C(=O)NCCCn2ccnc2)cc1[N+](=O)[O-]	-8	16	-9	-5	17	16	-9	0	8	14	0
27	CC1CN(C(=O)c2cccc(S(=O)(=O)Nc3cc(Cl)ccc3Cl)c2)CC(C)O1 (stereo not drawn)	9	-16	8	-17	11	13	9	-10	-12	-18	0
28	CCOC(=O)CNC(=O)N1CCc2ccc(NC(=O)c3ccccc3OC)cc2C1	-7	-14	-14	-2	2	-14	4	-6	-8	6	-2
29	COc1ccc(C(=O)/C=C/c2ccc(OC)c(O)c2)c(F)c1	0	17	22	-20	-11	-66	-26	-27	38	-7	-2
30	CCN(C(=O)c1ccc(Br)cc1)c1ccccc1	5	-11	22	1	12	5	-11	-26	6	-2	-2
31	CC(C)OC(=O)Cn1nnc(-c2ccccc2)n1	1	-30	10	-8	-6	18	-18	-11	-24	-10	2
32	c1csc(-c2csc(-c3cccs3)n2)c1	3	-127	3	-2	-205	-254	-85	-69	-14	-36	0
33	O=C1NC(c2ccc(Cl)cc2Cl)Oc2ccccc21 (stereo not drawn)	-4	-4	3	4	2	19	-14	-24	-11	-7	0
34	CC/C(O)=C1\C(=O)CC(c2ccccc2)CC1=NC(C)C (stereo not drawn)	-18	-12	18	2	6	17	-8	-15	-1	2	-1
35	Cc1ccc2oc(C(=O)N(Cc3ccc(N(C)C)cc3)C3CCS(=O)(=O)C3)c(C)c2c1 (stereo not drawn)	-9	6	11	-21	17	18	-11	14	2	1	0
36	COc1cc(-c2c(-c3ccsc3)sc3ccccc23)cc(OC)c1OC	7	4	9	-6	19	-3	-10	-36	-13	7	3
37	CCC(C)NC(=O)Cn1cnc2sc(C)cc2c1=O (stereo not drawn)	4	4	-8	10	11	0	7	26	-7	-5	-2
38	COc1ccc(C(=O)NC2CCCc3ccccc32)cc1Br (stereo not drawn)	17	15	9	-5	-7	-37	2	-34	13	14	0
39	CC(OC(=O)c1nc(-c2ccccc2)n(-c2ccccc2)n1)C(=O)Nc1cc(Cl)cc(Cl)c1 (stereo not drawn)	3	-11	7	3	10	15	8	3	-3	-4	2
40	Cc1ccc(C)c(N(CC(=O)NC(C)(C)C)C(=O)CNC(=O)c2cccs2)c1	5	5	0	1	1	9	3	1	-15	-4	-2
41	O=C1NC[C@@H](CCCCN2C[C@H](Cc3ccc(O)cc3)N(CC3CCCCC3)C(=O)C2=O)N(CCc2ccccc2)C1=O	-5	/	/	/	/	-5	0	-4	8	/	/
42	O=C(CC1C(=O)NCCN1CC1CCCCC1)NC1(c2ccccc2)CC1 (stereo not drawn)	5	-3	-9	8	7	15	10	-28	3	16	1
43	Cc1nn(Cc2ccc(Cl)c(Cl)c2)c(C)c1NC(=O)c1cc(-c2ccco2)on1	5	49	1	-14	40	10	17	51	14	19	2
44	CC(C)(C)OC(=O)N(Cc1ccccc1)Cc1cccc(OCc2cccc(NC(=O)C3CC3)c2)c1	16	54	4	2	23	14	36	1	25	4	/
45	COC(=O)[C@H]1C[C@@]2(O)CN(S(=O)(=O)c3ccc(C)cc3)C[C@@]2(OC(=O)Nc2cccs2)C[C@H]1C(=O)OC	5	13	11	4	-3	10	6	-12	23	/	/
46	O=C(NN=Cc1ccccc1OC(F)F)c1ccc(NS(=O)(=O)c2cccs2)cc1	19	-8	11	-4	18	17	3	-11	-17	/	/
47	CC(C)(C)OC(=O)NC(CCNC=C1C(=O)OC(C)(C)OC1=O)C(=O)O (stereo not drawn)	1	-2	6	8	-36	13	-5	-34	-31	-5	2
48	CCc1nc(N[C@@H](CC(C)C)C(=O)O)c2oc3ccccc3c2n1	4	4	-5	-3	11	18	4	-10	-9	15	3
49	Cc1nn(Cc2ccccc2)c(Cl)c1C(=O)NCc1ccco1	-7	-13	6	6	9	13	-2	-7	23	5	1
50	O=C(COc1ccc(Br)cc1)NCc1ccccn1	-3	-38	-8	-1	-5	-12	-20	12	-4	2	1

(next part)
item	Molecule	C8 TRAIL sens	Shn3 3UTR inh	CF NFkB block	KKLEB cytotox	Peg3 promoter	HIF-2a block	TROY NFkB inh	NR2E3 ag-1	TWEAK-Fn14 inh	MITF TRPM1 inh	NR2E3 ag-2
51	COc1ccc(NC(=O)Nc2ccc3c(c2)C(=O)N([C@@H](C)CO)C[C@@H](C)[C@@H](CN(C)CC2CCCCC2)O3)cc1	3	7	-11	10	-16	-10	3	-10	8	-28	/
52	CCOC(=O)c1c(C=O)c(C)n(Cc2ccccc2Cl)c1C	-16	-13	27	-9	16	12	20	8	5	13	-2
53	O=C1c2cccc3c(O)ccc(c23)C(=O)N1c1ccc(Cl)cc1	-40	2	-15	9	-92	-7	-9	17	24	55	0
54	CSCCC(NC(=O)c1ccccc1Cl)C(=O)N(C)Cc1cccs1 (stereo not drawn)	-12	-18	-12	4	-12	7	11	-21	6	7	1

Entries of single compounds, quoted from the list. Order of screens: C8 TRAIL sens	Shn3 3UTR inh	CF NFkB block	KKLEB cytotox	Peg3 promoter	HIF-2a block	TROY NFkB inh	NR2E3 ag-1	TWEAK-Fn14 inh	MITF TRPM1 inh	NR2E3 ag-2
`CCOC(=O)c1c(C=O)c(C)n(Cc2ccccc2Cl)c1C` as listed: -16	-13	27	-9	16	12	20	8	5	13	-2
`O=C1c2cccc3c(O)ccc(c23)C(=O)N1c1ccc(Cl)cc1` as listed: -40	2	-15	9	-92	-7	-9	17	24	55	0
`CSCCC(NC(=O)c1ccccc1Cl)C(=O)N(C)Cc1cccs1` (stereo not drawn) as listed: -12	-18	-12	4	-12	7	11	-21	6	7	1
